Screening results deposited in PubChem by several laboratories.
TROY signal inh: blocks TROY-dependent signaling in reporter cells; Q293 LMP1-TROYcd NF-kB luciferase reporter, 4 h; inhibition, % at 10 µM; actives 0.98% (n = 360,000); AID 1347056;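 active means compounds whose plate-normalised and pattern-corrected inhibition of the luciferase reporter signal at the single screening dose is 50% or more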
Shn3 3UTR inh: Schnurri-3 reporter inhibition in Clone20 osteoblasts. Clone20 osteoblast Shn3 3'UTR firefly luciferase, 24 h. actives 0.52% (n = 360,000). AID 588674. inhibition, % at 12.5 µM;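 active means mean inhibition of at least 75% with every replicate also reaching 75%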;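 further: 0% = median of neutral control wells and 100% = pilot-screen positive control compound; some compounds past the cut are filed as inactive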
COUP-TFII inh: blocks human COUP-TFII nuclear receptor; P24468; inhibition, % at 8.6 µM; HEK293T NGFI-A luciferase reporter, luminescence; actives 0.7% (n = 370,000);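 active means inhibition above a per-plate cutoff, mean inhibition of test wells between control levels plus 3 SD, cut at about 38% in these data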;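 further: cells cotransfected with COUP-TFII expression vector driving the NGFI-A reporter; 0% = median of COUP-TF2 test wells and 100% = reporter-only cells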
Target sequence (P24468 whole entry, looked up): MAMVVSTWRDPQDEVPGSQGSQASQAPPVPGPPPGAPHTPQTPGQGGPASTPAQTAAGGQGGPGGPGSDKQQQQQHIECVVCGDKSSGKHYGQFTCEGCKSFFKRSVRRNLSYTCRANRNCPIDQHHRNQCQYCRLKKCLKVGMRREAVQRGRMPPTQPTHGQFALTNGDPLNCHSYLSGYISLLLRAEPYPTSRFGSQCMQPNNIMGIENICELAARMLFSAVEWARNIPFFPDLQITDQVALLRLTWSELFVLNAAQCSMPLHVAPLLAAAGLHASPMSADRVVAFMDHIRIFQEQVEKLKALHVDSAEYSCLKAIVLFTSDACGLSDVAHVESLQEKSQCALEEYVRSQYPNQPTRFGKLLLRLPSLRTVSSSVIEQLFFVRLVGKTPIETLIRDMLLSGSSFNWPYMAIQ
KKLEB cytotox: counter-screen for CF NF-kB inhibitors: cytotoxicity | KKLEB CF airway cells viability, ATPlite luminescence, overnight; stronger effect = lower value; cells stimulated with P. aeruginosa culture filtrate | activity change (cytotoxicity), % at 5 µM | actives 0.36% (n = 360,000);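 active means corrected activity change at or below -50% at 5 µM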
TWEAK-Fn14 inh: blocks TWEAK-Fn14 interaction in a reporter cell assay. TWEAK-stimulated Fn14 reporter cells, luciferase luminescence, 8 h. inhibition, % at 10 µM. actives 2% (n = 360,000). AID 1159606; in the data active means inhibition above about 50%
NCOA1 inh: inhibits human SRC1 coactivator; HEK293 GAL4-SRC1 luciferase reporter, luminescence; inhibition, % at 3.6 µM; actives 0.12% (n = 360,000); AID 588354;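 active means inhibition above the campaign mean plus 3 SD, with each screening campaign given its own cutoff, cut at about 60% in these data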;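 further: 0% = DMSO treated cells and 100% = gossypol at 36 µM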
LRH-1 inv ag: suppresses constitutive activity of human LRH-1 | O00482 | actives 0.13% (n = 360,000) | HEK293T StAR-luciferase reporter, LRH-1 transfected, 24 h | inhibition, % at 3.6 µM;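 active means inhibition above the mean inhibition of all tested compounds plus 3 SD, cut at about 73% in these data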;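 further: 0% = DMSO wells and 100% = reporter-only cells lacking LRH-1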
Target sequence (O00482 whole entry, looked up): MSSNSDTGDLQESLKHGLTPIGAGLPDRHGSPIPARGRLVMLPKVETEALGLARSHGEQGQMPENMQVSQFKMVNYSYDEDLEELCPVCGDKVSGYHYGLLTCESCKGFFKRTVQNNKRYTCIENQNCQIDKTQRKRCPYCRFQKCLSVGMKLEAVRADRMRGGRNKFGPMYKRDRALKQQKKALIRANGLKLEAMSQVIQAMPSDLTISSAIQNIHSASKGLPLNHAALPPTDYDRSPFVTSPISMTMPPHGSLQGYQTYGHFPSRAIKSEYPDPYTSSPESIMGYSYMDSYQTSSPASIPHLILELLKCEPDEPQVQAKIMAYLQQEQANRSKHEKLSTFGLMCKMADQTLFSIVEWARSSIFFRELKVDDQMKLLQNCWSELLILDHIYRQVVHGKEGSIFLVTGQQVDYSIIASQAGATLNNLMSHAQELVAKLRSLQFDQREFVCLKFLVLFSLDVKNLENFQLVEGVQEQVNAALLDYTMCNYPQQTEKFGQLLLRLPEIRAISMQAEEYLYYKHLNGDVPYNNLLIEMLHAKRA
TRAIL sens C8: sensitizes caspase-8 expressing cells to TRAIL | NB7+C8 cells + TRAIL, ATPlite viability luminescence | inhibition (viability loss, TRAIL sensitization), % at 10 µM | actives 1% (n = 360,000) | AID 624354;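 active means compounds causing at least 50% loss of cell viability in the single-dose screen, relative to plate controls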
CF NFkB block: cystic fibrosis NF-kB activation inhibition. inhibition, % at 5 µM. actives 0.86% (n = 360,000). KKLEB NF-kB-GFP reporter, PAF-induced, GFP fluorescence overnight;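 active means at least 50% inhibition at 5 µM, scaled per plate between neutral and stimulator controls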;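 further: PAF is a Pseudomonas aeruginosa culture filtrate used as stimulus; plate controls were PAF-stimulated DMSO wells for no effect and unstimulated DMSO wells for full effect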
NCOA3 inh: human NCOA3 inhibition; HEK293 GAL4-SRC3 luciferase reporter, luminescence; inhibition, % at 3.6 µM; actives 0.17% (n = 360,000);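 active means inhibition above a per-campaign cutoff, the mean of all compounds plus 3 SD, cut at about 60% in these data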;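 further: 0% = DMSO-treated cells and 100% = gossypol-treated cells at 36 µM; higher means less SRC3-driven luciferase light from the GAL4 reporter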
EBV LMP1 NFkB: Epstein-Barr LMP1 NF-kappaB reporter inhibition; LMP1-induced NF-kappaB luciferase reporter cells, luminescence; inhibition, % at 12.5 µM; actives 0.69% (n = 350,000); in the data active means inhibition above about 41%;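 further: 0% = neutral control wells and 100% = reference inhibitor control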
Starred values were filed as active, the others as inactive; . = not tested or not shown.

SMILES	TROY signal inh	Shn3 3UTR inh	COUP-TFII inh	KKLEB cytotox	TWEAK-Fn14 inh	NCOA1 inh	LRH-1 inv ag	TRAIL sens C8	CF NFkB block	NCOA3 inh	EBV LMP1 NFkB
O=C(/C=C/[C@H]1O[C@@H](n2ccc(=O)[nH]c2=O)[C@H](O)[C@@H]1O)NCc1cccc2ccccc12	-6	-1	13	-14	22	7	8	-15	-18	-1	.
Cc1ccc(C(=O)COC(=O)CNS(=O)(=O)c2ccc(C)cc2)cc1	16	9	-5	-3	-2	6	-26	-7	-9	-15	-3
O=C(Cn1cc2c(n1)CCCCC2)NCCCN1CCOCC1	-7	0	-16	19	-9	2	1	-10	-8	3	1
CCS(=O)(=O)NCCc1cc2ccc(C)cc2[nH]c1=O	11	-3	.	-17	4	0	10	6	21	16	8
C/C(=N/Oc1nc(C)cc(C)n1)c1ccccc1	-49	-25	-13	-23	-11	-19	-21	4	-4	-19	-12
Cc1ccc(NC(=O)CN2C(=O)NC(C)(CC(C)C)C2=O)c(Br)c1 (stereo not drawn)	-6	4	1	-10	16	4	57	-12	14	0	3
COc1ccc(C)cc1-n1cnc2sc(C)c(C)c2c1=O	-15	28	-4	-5	-13	-17	6	-12	-5	4	-13
CC(C)CC1(C2CCCC2)NC(=O)NC1=O (stereo not drawn)	-18	-14	8	8	17	-18	-21	-4	-10	6	12
Cc1nc(-c2cccc(NC(=O)c3ccc(-n4nccc4C)cc3)c2)cs1	60*	-32	18	4	74*	-9	-39	60*	7	7	4
COc1cc2c(cc1OC)C(c1cc(Br)c(OC)c(OC)c1)CC(=O)N2 (stereo not drawn)	1	-10	-15	-3	-26	-9	1	-7	-2	-1	7
Brc1ccc(-c2nn3c(-c4ccco4)nnc3s2)o1	9	-7	-13	12	-12	-2	-6	15	-25	6	0
Cc1ccc(CCN=c2c([N+](=O)[O-])nn(-c3ccccc3)n2O)cc1	-5	-27	-6	-3	9	-44	9	3	-8	-1	-5
COc1ccc(CCNC(=O)C2CCCN2C(=O)Nc2cccc(C(C)=O)c2)cc1OC (stereo not drawn)	5	5	6	3	-21	9	-4	1	-6	30	-5
Cc1ccc(NC(=S)Nc2ccc(F)cc2)cc1C	-26	25	8	10	-22	-2	-23	-15	-12	6	4
Nc1c(Cl)c(Cl)nc(C(=O)OCC(=O)N2CCCC2=O)c1Cl	3	-2	-23	4	-12	-19	16	10	19	-1	-7
Cn1ccc(CC(=O)N2CCC(N3CCC(C(=O)N4CCCC4)CC3)CC2)c1	9	-1	-8	1	2	3	-17	44	18	-12	-2
O=C(Cn1nnc(-c2ccc3c(c2)OCO3)n1)N1CCOCC1	-16	-7	0	-2	-18	-10	-9	4	13	-6	-23
Cc1ccc(N=C2N=C(N)c3ccccc32)cc1C	-69	-16	-13	-34	15	-45	-1	0	45	-13	-41
COc1cc(C(C[N+](=O)[O-])c2c(C)cc3ccccn23)ccc1O (stereo not drawn)	26	21	-10	-8	6	3	-6	4	41	-15	10
Cc1nn(Cc2ccccc2)c(Cl)c1C(=O)NCCc1ccccc1	-51	-81	-63	-4	8	-113	-125	12	5	-77	-35
CCCC(=O)Nc1ccccc1NC(=O)c1ccc2c(c1)OCO2	5	3	2	10	-3	-1	3	-4	0	16	78*
O=C(Cn1nnc(-c2ccc3c(c2)OCO3)n1)Nc1ccccc1C(=O)O	16	-50	-9	6	-11	-33	-16	-12	-20	-19	-7
Fc1cccc(F)c1-n1c(CN2CCOCC2)csc1=S	-10	12	11	-9	-26	-1	22	-4	10	12	-18
Cc1ccc(OCC(=O)Nc2ccc([N+](=O)[O-])cn2)cc1C	-36	0	-10	-2	-35	-4	-11	-1	9	-3	-2
Cc1ccc(S(=O)(=O)Nc2ccccc2CNc2cccc(C)n2)cc1	-30	17	-3	-4	-8	-4	8	11	8	8	0

Grouped by structure, the entries above containing fluorine (two)
SMILES	TROY signal inh	Shn3 3UTR inh	COUP-TFII inh	KKLEB cytotox	TWEAK-Fn14 inh	NCOA1 inh	LRH-1 inv ag	TRAIL sens C8	CF NFkB block	NCOA3 inh	EBV LMP1 NFkB
Cc1ccc(NC(=S)Nc2ccc(F)cc2)cc1C	-26	25	8	10	-22	-2	-23	-15	-12	6	4
Fc1cccc(F)c1-n1c(CN2CCOCC2)csc1=S	-10	12	11	-9	-26	-1	22	-4	10	12	-18

Later entries.
SMILES	TROY signal inh	Shn3 3UTR inh	COUP-TFII inh	KKLEB cytotox	TWEAK-Fn14 inh	NCOA1 inh	LRH-1 inv ag	TRAIL sens C8	CF NFkB block	NCOA3 inh	EBV LMP1 NFkB
CCCCN(C(=O)CCC(=O)Nc1cc(C)on1)C(C(=O)NC1CCCC1)c1ccc(OCC)cc1 (stereo not drawn)	12	-22	11	9	0	-1	-7	15	-3	-2	2
C=CCn1c(SCC(=O)NC)nnc1C12CC3CC(CC(C3)C1)C2	-19	0	7	6	-8	4	9	17	-2	8	3
CCc1ccc(NC(=O)COC(=O)c2nc3nc(C)cc(C)n3n2)cc1	-9	3	-16	11	3	1	15	-27	0	-3	0
CCOc1ccc(NC(=S)N2CCCCCC2)cc1	-33	-24	-16	4	20	-3	-8	-14	-4	-7	2
Cc1ccnc(NC(=O)C2CCN(S(=O)(=O)c3cccc(C(F)(F)F)c3)CC2)c1	35	-6	-13	-4	-9	-3	0	8	16	-1	-9
CCOC(=O)C1(CC2CC2)CCN(C(=O)c2cc(OC)nc3ccccc23)CC1	-36	4	-11	15	-25	-3	-28	0	-3	-4	-14
C=CC(=O)Nc1cccc(N(C)c2ccnc(Nc3ccc(N4CCN(C)CC4)cc3)n2)c1	46	84	.	-36	-3	-2	8	24	61*	-5	44*
Cc1nc(SCC(=O)NCc2ccccc2)c2c(=O)n(C)c(=O)n(C)c2n1	-7	-10	-6	-3	19	-6	9	15	5	-10	-6
O=C(COC(=O)/C=C/c1cccs1)Nc1cccc(S(=O)(=O)N2CCCC2)c1	11	-1	-13	5	1	0	-11	-2	-12	-7	1
COc1cccc(CCN2CCC(CNS(=O)(=O)c3cc(-c4cc(C)no4)ccc3OC)CC2)c1	7	4	37*	2	1	-8	6	30	-24	27	8
CCCCCOC(=O)C1=C(C)NC(=O)NC1c1ccccc1OCC (stereo not drawn)	-11	13	19	-5	10	13	-13	-6	5	2	-5
O=C(O)/C=C\C(=O)NC1CCCCC1	-16	11	6	-7	-7	8	18	-6	0	4	0
Cc1cc(Cl)ccc1OCC(=O)NNC(=O)C1CCN(c2ncnc3sc(C)c(C)c23)CC1	72*	-10	-5	8	82*	7	-1	13	8	4	7
CCOC(=O)c1sc(Nc2nc3ccc(OC)cc3s2)cc1C	-48	-6	-31	12	-43	-21	-27	-9	-18	-9	-5
Cn1c(SCC(=O)NC2CC2)nnc1-c1ccccc1	-11	-12	-7	10	6	11	6	-2	5	8	7
Cc1ccc(NC(=O)c2cc(-c3ccccc3O)n[nH]2)cc1Cl	-41	-23	3	-1	-9	-26	-9	8	11	-31	-9
COc1ccccc1N(C)S(=O)(=O)c1ccc(C(=O)NCCc2ccc(F)cc2)cc1	6	28	8	-1	53*	-11	-1	20	-7	-28	-5
N#Cc1cc(-c2ccccc2)nc(N2CCNCC2)n1	1	-24	13	-4	-22	-46	27	-13	-5	13	17
O=C(C1CCN(S(=O)(=O)c2ccc(F)cc2)CC1)N1CCCC(C(F)(F)F)C1 (stereo not drawn)	-14	10	13	2	0	-4	6	11	5	5	-15
NN=C1c2ccccc2C(=O)C1C(=O)C(c1ccccc1)c1ccccc1 (stereo not drawn)	39	17	6	13	9	-3	26	-2	-50	-12	-1
CCOC(=O)C1=C(C)N(C)C(C)=C(C(=O)OCC)C1c1ccncc1	3	-4	-2	0	-3	-17	1	-14	-5	-2	-6
COc1ccc(-c2noc(CCC(=O)NC3CCCCC3)n2)cc1	-4	-4	-13	-9	-9	-14	-18	-3	13	-9	-5
COC(=O)C1=C(C)N(c2ccccc2)/C(=C/c2cccs2)C1=O	6	14	.	-8	-11	3	-16	10	-26	7	-46
Cc1ccc(S(=O)(=O)Nc2cccc(-c3ccc(N4CCCCCC4)nn3)c2)cc1C	31	-19	-54	-24	7	-39	-52	11	27	-37	-43
O=C(CCN1CCC(c2ccccc2)C1)c1ccccc1 (stereo not drawn)	20	1	.	15	3	0	10	-7	-16	-4	-8
CCCN(CC1COc2ccccc2O1)C(=S)Nc1ccc(C)cc1 (stereo not drawn)	-16	4	6	-8	-17	-12	-8	-1	20	3	-11
O=C(CN(Cc1ccccc1)S(=O)(=O)c1ccc(Br)cc1)NCc1ccco1	-12	17	14	14	-1	-15	-9	-25	-7	-4	-2
CC1CCCC(NC(=O)CSc2ncccc2C(=O)O)C1C (stereo not drawn)	10	-11	1	-5	-2	3	6	-9	3	1	3

Entries listed so far that have a Cl atom (4):
SMILES	TROY signal inh	Shn3 3UTR inh	COUP-TFII inh	KKLEB cytotox	TWEAK-Fn14 inh	NCOA1 inh	LRH-1 inv ag	TRAIL sens C8	CF NFkB block	NCOA3 inh	EBV LMP1 NFkB
Nc1c(Cl)c(Cl)nc(C(=O)OCC(=O)N2CCCC2=O)c1Cl	3	-2	-23	4	-12	-19	16	10	19	-1	-7
Cc1nn(Cc2ccccc2)c(Cl)c1C(=O)NCCc1ccccc1	-51	-81	-63	-4	8	-113	-125	12	5	-77	-35
Cc1cc(Cl)ccc1OCC(=O)NNC(=O)C1CCN(c2ncnc3sc(C)c(C)c23)CC1	72*	-10	-5	8	82*	7	-1	13	8	4	7
Cc1ccc(NC(=O)c2cc(-c3ccccc3O)n[nH]2)cc1Cl	-41	-23	3	-1	-9	-26	-9	8	11	-31	-9

Structural class: those above containing bromine (4)
SMILES	TROY signal inh	Shn3 3UTR inh	COUP-TFII inh	KKLEB cytotox	TWEAK-Fn14 inh	NCOA1 inh	LRH-1 inv ag	TRAIL sens C8	CF NFkB block	NCOA3 inh	EBV LMP1 NFkB
Cc1ccc(NC(=O)CN2C(=O)NC(C)(CC(C)C)C2=O)c(Br)c1 (stereo not drawn)	-6	4	1	-10	16	4	57	-12	14	0	3
COc1cc2c(cc1OC)C(c1cc(Br)c(OC)c(OC)c1)CC(=O)N2 (stereo not drawn)	1	-10	-15	-3	-26	-9	1	-7	-2	-1	7
Brc1ccc(-c2nn3c(-c4ccco4)nnc3s2)o1	9	-7	-13	12	-12	-2	-6	15	-25	6	0
O=C(CN(Cc1ccccc1)S(=O)(=O)c1ccc(Br)cc1)NCc1ccco1	-12	17	14	14	-1	-15	-9	-25	-7	-4	-2

This is a subset, so the mix of outcomes need not match the whole.
